# MEKK2 mut-MEK5 – signal of MEK5 binding to mutant human MEKK2 PB1 domain. bead flow cytometry, Alexa488-MEK5 binding to MEKK2 mutant. percent response, % at 10 µM. hit rate 0.35% among 290,000. AID 1530; in the data active means percent response above about 24%, passing the limit was not always enough; further: inactives centre near 1; some results filed as inactive read as strong as hits; reference of the scale not given here
# DNA FID counter – counter-screen for HCV NS3 helicase inhibitors: DNA intercalator displacement; inhibition, % at 7.9 µM; DNA fluorescent intercalator displacement, fluorescence; hit rate 0.17% among 290,000; in the data active means inhibition above about 37%;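 further: 0% = vehicle and 100% = reference compound; higher means more ethidium bromide displaced from hairpin DNA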
# GPR7 antag – antagonists of human GPR7 (neuropeptides B/W receptor 1); P48145; GPR7-expressing cells, fluorescence antagonist assay; inhibition, % at 4.4 µM; hit rate 1.1% among 290,000; in the data active means inhibition above about 16%, passing the limit was not always enough;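 further: cells stimulated with the agonist NPW; 0% = agonist with vehicle and 100% = vehicle without agonist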
# MEKK2 WT-MEK5 – raises or lowers MEK5 binding to wildtype human MEKK2 PB1 domain; Q9Y2U5; bead flow cytometry, Alexa488-MEK5 binding to MEKK2 WT; actives lie on both sides; binding response (% of control), % at 10 µM; hit rate 1.1% among 290,000; AID 1531; in the data active means binding response below about 67% or above about 130%
# OXTR ag – human OXTR agonism; CHO-OTR cells, Fluo-8 calcium fluorescence; normalized: DMSO 0%, oxytocin 100%; activation, % at 3 µM; hit rate 0.32% among 320,000;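 active means activation above the mean of all tested compounds plus 3 SD, cutoff set per screening run, cut at about 20% in these data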;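 further: peak over basal fluorescence ratio from a 100 s FLIPR kinetic read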
# Target sequence (P30559 whole entry, looked up): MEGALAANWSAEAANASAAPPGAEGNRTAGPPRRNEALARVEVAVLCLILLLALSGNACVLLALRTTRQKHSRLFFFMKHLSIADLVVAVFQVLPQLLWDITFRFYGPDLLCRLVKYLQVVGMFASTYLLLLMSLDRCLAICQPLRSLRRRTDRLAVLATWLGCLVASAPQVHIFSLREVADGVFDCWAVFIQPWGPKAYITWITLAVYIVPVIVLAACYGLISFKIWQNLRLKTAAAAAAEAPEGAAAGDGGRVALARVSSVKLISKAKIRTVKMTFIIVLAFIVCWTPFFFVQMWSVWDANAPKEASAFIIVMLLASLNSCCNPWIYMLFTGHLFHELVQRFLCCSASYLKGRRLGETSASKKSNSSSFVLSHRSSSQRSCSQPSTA
# MEKK3 PB1 HTS – modulators (inhibitors or enhancers) of MEK5 binding to human MEKK3 PB1 domain; bead-based flow cytometry, Alexa488-MEK5 binding to MEKK3; actives lie on both sides; 0 = blocked by unlabeled MEK5, 100 = vehicle; binding response (% of control), % at 10 µM; hit rate 1.4% among 290,000;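 active means binding response more than 3 SD above or below the average of its plate-row segment, actives on both sides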;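 further: Alexa488 bead fluorescence after subtracting the streptavidin-only scavenger bead signal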
# Target sequence (Q99759 whole entry, looked up, the tested form may be a part): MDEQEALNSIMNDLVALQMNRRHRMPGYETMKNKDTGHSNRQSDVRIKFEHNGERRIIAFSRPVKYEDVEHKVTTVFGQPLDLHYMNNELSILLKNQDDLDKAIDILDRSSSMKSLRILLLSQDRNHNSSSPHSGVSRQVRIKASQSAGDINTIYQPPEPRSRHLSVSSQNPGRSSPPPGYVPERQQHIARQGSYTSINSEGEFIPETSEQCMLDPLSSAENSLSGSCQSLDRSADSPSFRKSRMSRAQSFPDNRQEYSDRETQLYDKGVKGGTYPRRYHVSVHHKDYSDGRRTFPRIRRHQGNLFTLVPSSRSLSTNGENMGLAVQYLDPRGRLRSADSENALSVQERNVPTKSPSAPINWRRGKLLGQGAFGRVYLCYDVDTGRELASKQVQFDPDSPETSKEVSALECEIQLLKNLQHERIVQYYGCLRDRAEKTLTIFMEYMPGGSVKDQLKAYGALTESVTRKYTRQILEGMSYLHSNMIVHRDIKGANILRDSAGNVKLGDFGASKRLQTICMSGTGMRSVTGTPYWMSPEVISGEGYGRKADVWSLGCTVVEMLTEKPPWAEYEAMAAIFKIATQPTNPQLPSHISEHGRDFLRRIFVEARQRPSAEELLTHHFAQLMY
# NALP1 inh – blocks the NALP1 inflammasome reconstituted in yeast | hit rate 0.61% among 280,000 | S. cerevisiae NALP1/ASC/caspase-1 growth, X-gal OD620, 72 h | inhibition, % at 10 µM; in the data active means inhibition mostly above about 24%, no sharp cut-off; inactive means mostly below about 32%; further: some compounds called inactive have numbers as strong as hits
# M18AAP inhibitor – blocks P. falciparum M18 aspartyl aminopeptidase. inhibition, % at 7.35 µM. AID 1822. hit rate 1.2% among 290,000. recombinant PfM18AAP, H-Glu-NHMec fluorogenic cleavage;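 active means inhibition above the campaign mean inhibition over all tested compounds plus 3 SD, cut at about 28% in these data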;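 further: 0% = plate median of test compound wells and 100% = 2 mM ZnCl2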
# PHOSPHO1 inh – blocks human PHOSPHO1 phosphatase activity | Q8TCT1 | recombinant PHOSPHO1, absorbance phosphatase assay | inhibition, % at 13.3 µM | hit rate 1.1% among 290,000 | AID 1565; in the data active means inhibition above about 60%
# Active calls of the source: *; / = no result given; [ ] = remark or other dose.
SMILES,MEKK2 mut-MEK5,DNA FID counter,GPR7 antag,MEKK2 WT-MEK5,OXTR ag,MEKK3 PB1 HTS,NALP1 inh,M18AAP inhibitor,PHOSPHO1 inh
O=C(NCCc1ccccc1)C(=O)c1c[nH]c2ccccc12,4,-5,-15,99,0.1,104,7,8,40
Cn1/c(=N/NC(=O)c2ccccc2Br)sc2ccccc21,-1,-5,-4,102,-1.1,100,-9,-14,28
Cn1nnnc1SCC(=O)Nc1cccc(S(=O)(=O)N2CCCC2)c1,-2,-2,-10,101,0.6,101,6,-3,-18
Cc1ccc(C)c(NS(=O)(=O)c2c(C)nc3sccn3c2=O)c1,-3,-15,5,94,1.9,100,24,-2,20
O=C1NC(=S)N(C(=O)c2ccc(F)cc2)/C1=C/c1cccnc1,-3,-3,-7,95,0.5,99,-4,3,38
Cc1nnc(SCC(=O)NC23CC4CC(CC(C4)C2)C3)s1,-1,-5,-6,98,-0.3,101,0,-1,16
CCCCCOc1ccc(CSC(=N)N)cc1[N+](=O)[O-],34*,25,20,148*,11,108,0,-10,11
Cc1ccc(C2CC(c3ccc(Br)cc3)=NN2C(=O)CSC2=NN3CCCC(=O)N=C3S2)cc1 (configuration not stated),0,-49,1,98,-0.8,98,20,3,24
O=C(NCCCl)NNC(=O)c1cc2ccccc2cc1O,3,2,-3,103,-0.1,102,-2,15,-33
O=C(CCn1ccnc1)Nc1nc2ccccc2[nH]1,-4,-3,-8,98,0.4,94,-16,-15,23
CC(=O)Nc1sc(C)c(C)c1CN1CCN(Cc2ccccc2)CC1,11,4,-16,111,-0.8,107,15,-1,32
CCc1cccc(NC(=O)C2CCCN(S(=O)(=O)c3cccs3)C2)c1 (configuration not stated),-5,-23,4,95,0.0,100,-32,0,-6
CCOC(=O)c1cc(C#N)c(SC)nc1-c1ccccc1,-3,-7,-11,100,-2.8,100,2,0,46
Cn1ncc(Cl)c1C(=O)Nc1sc2c(c1C(N)=O)CCC2,4,-1,-11,104,-2.7,99,23,3,-5
NC(=O)NNc1ncc(C(F)(F)F)cc1Cl,-1,5,-11,109,0.6,110,-1,45*,12
Cc1sc2nc(Cc3ccccc3)[nH]c(=O)c2c1-c1ccccc1,-1,-8,1,96,17,96,13,1,-9
O=C(COC(=O)c1cccc(O)c1)NC(=O)Cc1ccccc1,5,-3,-2,103,10,102,-3,0,23
CC(C)NS(=O)(=O)c1ccc(NC(=O)C2CCCCC2)cc1,3,-9,1,98,1.9,101,18,-11,11
COc1ccc(C(C)N2CC34C=CC(O3)C(C(=O)O)C4C2=O)cc1 (configuration not stated),/,-3,-3,/,0.3,/,/,11,-2
CCCNC(=O)c1ccc2c(c1)nc(C)n2-c1cccc(Cl)c1,4,-33,1,105,2.7,104,-5,6,38

# Compound profiles, as listed above. Order of screens: MEKK2 mut-MEK5 | DNA FID counter | GPR7 antag | MEKK2 WT-MEK5 | OXTR ag | MEKK3 PB1 HTS | NALP1 inh | M18AAP inhibitor | PHOSPHO1 inh
# Listed for Cc1nnc(SCC(=O)NC23CC4CC(CC(C4)C2)C3)s1 : -1 | -5 | -6 | 98 | -0.3 | 101 | 0 | -1 | 16
# Listed for Cn1/c(=N/NC(=O)c2ccccc2Br)sc2ccccc21 : -1 | -5 | -4 | 102 | -1.1 | 100 | -9 | -14 | 28
# Listed for Cn1ncc(Cl)c1C(=O)Nc1sc2c(c1C(N)=O)CCC2 : 4 | -1 | -11 | 104 | -2.7 | 99 | 23 | 3 | -5
# Listed for Cc1ccc(C2CC(c3ccc(Br)cc3)=NN2C(=O)CSC2=NN3CCCC(=O)N=C3S2)cc1 (configuration not stated) : 0 | -49 | 1 | 98 | -0.8 | 98 | 20 | 3 | 24
# Listed for CCCCCOc1ccc(CSC(=N)N)cc1[N+](=O)[O-] : 34* | 25 | 20 | 148* | 11 | 108 | 0 | -10 | 11

# (cont.)
SMILES,MEKK2 mut-MEK5,DNA FID counter,GPR7 antag,MEKK2 WT-MEK5,OXTR ag,MEKK3 PB1 HTS,NALP1 inh,M18AAP inhibitor,PHOSPHO1 inh
Cc1ccc(C)n1-c1nnc(N2CCC(C(=O)NCCCN3CCN(C)CC3)CC2)s1,2,-1,0,111,1.2,103,26,-10,39
Cc1cc(-c2ccccc2)nc(N(C)NC(=O)C2CC2)c1S(C)(=O)=O,-44,0,-8,95,-2.1,101,-50,6,20
COc1ccc(CNc2nc(SC)n[nH]2)cc1OC,-2,-3,-9,96,-0.5,94,-1,-2,-36
NS(=O)(=O)c1ccc(NS(=O)(=O)c2ccc(NC(=S)Nc3ccccc3)cc2)cc1,1,0,4,99,0.4,4.0*[inhibitor],11,6,15
COc1ccc(NC(=O)CN(C)C(=O)CSc2ccc3c(c2)OCCO3)cc1,9,-24,-4,113,0.1,103,-6,3,-14
COc1cccc(OCC(O)CN2CCC(CN3C(=O)c4cccc5cccc(c45)C3=O)CC2)c1 (configuration not stated),-3,14,-11,156*,3.5,115,-2,0,-7
Brc1ccccc1-c1nnc(CSc2nncn2-c2ccccc2)o1,9,-28,-1,119,0.5,115,15,-5,4
O=C(NCCCN1CCOCC1)c1cccnc1,-4,3,20,95,0.1,92,25,-10,-9
CC1(C)CC(=O)C2=C(C1)N(Cc1ccccc1)C(=O)C2(O)C(F)(F)F (configuration not stated),2,-10,4,105,0.7,98,9,0,2
NC(=O)COC(=O)c1cc(-c2cccs2)nn1-c1ccccc1,0,-11,-8,115,0.5,136*,4,3,22
O=C(O)CSc1nnc(-c2cccc(S(=O)(=O)N3CCCCC3)c2)o1,4,-16,-10,104,1.3,104,0,2,28
COc1ccc(S(=O)(=O)N(Cc2ccc(OC)c(OC)c2)Cc2ccco2)cc1,-4,-23,-2,96,2.6,93,2,5,13
COc1cc(NC(=O)N[C@@H](CCSC)C(=O)O)cc(OC)c1,4,-8,-7,95,0.3,90,2,-6,4
COc1ccc(Nc2n[nH]c(C)c2[N+](=O)[O-])cc1,3,4,-2,101,1.0,104,-4,0,12
CCOC(=O)N1CCN(S(=O)(=O)c2ccc(OC)c(Cl)c2)CC1,-6,-16,-4,91,0.3,86,18,7,4
Cc1ccc(C(=O)NC(C)c2ccncc2)o1 (configuration not stated),2,-7,-8,106,0.3,102,10,-15,35
CCOC(=O)N1CCN(c2nc(C)c3c(n2)CCCC3=O)CC1,5,-23,8,104,0.9,105,22,-8,29
CCOc1ccc(NS(=O)(=O)c2ccc(C(=O)N3CCC3)cc2)cc1,-10,-8,-12,94,5.6,81,13,11,-6
COc1ccc(CCC(=O)NCc2ccccc2OC)cc1,4,-6,-6,107,-1.0,105,13,-5,40
Cn1ccnc1COc1ccc(/C=N/O)cc1,2,-2,-14,103,0.4,103,4,2,3
NC(=O)C1CCCN(C(=O)NC2CCCCC2)C1 (configuration not stated),18,-1,-10,117,-0.3,114,16,0,11
Cc1ccccc1C(=O)NC(=S)Nc1ccc(S(=O)(=O)N2CCN(C)CC2)cc1,6,4,8,108,0.2,105,16,12,-52
COc1ccccc1CCNC(=O)c1csc2c1CCCC2,-1,-17,2,95,-2.0,101,2,0,25
CCOC(=O)c1ccc(NC(=O)CC2C(=O)N(c3ccc(F)cc3)C(=O)N2CCCOC)cc1 (configuration not stated),10,-13,1,107,2.0,106,20,12,24
c1ccc(CSC2=NCCS2)cc1,3,-4,-20,109,-1.9,102,6,3,-17
CCN(Cc1ccncc1)Cc1nc(CC2CC2)no1,-7,-1,6,91,1.7,106,11,1,20
C=CCOC(=O)C1=C(C)NC(SCC(=O)OCC)=C(C#N)C1c1ccc(C)cc1 (configuration not stated),6,-19,-5,100,-0.2,102,-5,4,-71
Cc1ccc(-n2ncc3c2CC(C)(C)CC3NC(=O)CCCN2CCCCC2=O)cc1 (configuration not stated),3,-52,-8,105,-1.1,101,0,1,33
NC(=O)c1cc2cc(Cc3ccccc3Cl)ccc2oc1=O,0,-2,1,105,-0.9,104,16,-5,-183
Cc1cc(=O)[nH]c(-c2cccnc2)n1,-5,8,-4,97,0.9,100,15,-3,44
Cc1cccc(NC(=O)CSc2nnc(-c3ccco3)c(-c3ccco3)n2)c1C,-1,-11,-1,91,-0.6,96,9,14,24
CCOC(=O)c1cccc(NC(=O)C2CCCN(S(=O)(=O)c3c(C)nn(C)c3C)C2)c1 (configuration not stated),5,-24,-15,105,3.0,103,-7,0,26
O=C(CN1CCN(Cc2ccc(Cl)cc2)CC1)N/N=C/c1ccccc1F,-30,-6,-5,57*[inhibitor],1.5,68*[inhibitor],4,-5,28
Cc1ccc2cc(CN(Cc3ccco3)C(=O)c3ccccc3)c(=O)[nH]c2c1C,0,-7,-16,94,-2.1,96,-1,-1,-15
CCCOc1ccc(N2C(=O)CC(N(Cc3ccco3)C(C)=O)C2=O)cc1 (configuration not stated),-1,-3,-7,98,-3.0,95,-1,-1,19
COc1ccc(N(Cc2cc3ccc(C)cc3[nH]c2=O)C(=O)c2ccco2)cc1,4,2,-3,102,-1.0,102,5,-11,-22
CN(CCc1ccccn1)C(=O)c1ccc(OC(F)(F)F)cc1,-1,-5,-11,105,0.4,102,7,-1,8
CCOC(=O)CC(NCc1ccc(OC)c(OCC)c1)c1ccc(C)cc1 (configuration not stated),12,7,-19,106,3.0,106,10,-1,28
CCOc1nc2cnccc2n(CC(=O)Nc2ccc(C)c(C)c2)c1=O,3,-9,2,100,1.8,98,-6,-1,12
CCC(=O)Nc1nnc(SCc2ccccc2F)s1,-8,-8,1,92,0.8,105,13,-3,-7
O=C(O)CCc1ccc(-c2ccccc2)n1Cc1ccco1,5,-15,0,114,0.1,102,17,-3,3
c1ccc(COc2ccc(CNn3cnnc3)cc2)cc1,5,-16,-9,105,2.3,104,23,-16,-6
Cc1ccc(S(=O)(=O)c2nc(-c3ccco3)oc2NCC2CCCO2)cc1 (configuration not stated),-5,-5,-1,91,0.0,88,31,-2,-6
Cc1cc(Cl)ccc1OCCCC(=O)NC1CCN(C)CC1,-1,16,7,102,1.4,101,-5,-1,5
COc1ccc(N2CCN(C(=O)CS(=O)Cc3nc(-c4ccc(OC)c(OC)c4)oc3C)CC2)cc1 (configuration not stated),3,-48,-12,99,-2.3,100,-4,6,40
CCCCOc1ccc(CSCCNC(=S)Nc2ccccc2)cc1,14,-8,-7,106,-0.5,101,6,0,-4
COc1ccc(/C=N/NC(=O)c2c(-c3ccccc3)noc2C)cc1[N+](=O)[O-],6,-6,-9,109,4.2,106,10,0,13
COCCn1c(=NC(=O)c2sc3ccccc3c2Cl)sc2cc(S(N)(=O)=O)ccc21,-2,5,-8,97,0.5,101,44,0,0
COc1ccc(CCNC(=O)C2(C)CCC(=O)N2CCC(C)C)cc1OC (configuration not stated),6,-14,-2,101,0.5,100,-11,11,-17
CN(CC(=O)Nn1cnnc1)S(=O)(=O)c1ccccc1,3,-2,-6,104,1.7,105,-3,32*,-1
O=C(Nc1ccc2c(c1)OCCO2)c1ccc(Br)s1,-1,-7,-6,102,-1.4,101,33,5,-7
O=C(CC(=O)Nc1cccc(F)c1)Nc1cccc(F)c1,6,0,-18,107,2.8,103,14,2,19
COc1ccc(-c2cc(CCCC(=O)N3CCN(c4ccc(OC)cc4)CC3)no2)cc1,6,-6,-1,111,5.1,110,1,-7,-5
Cc1onc(NC(=O)c2ccc(Cl)cc2Cl)c1Br,-3,-2,-2,102,-1.1,107,9,1,32
Cc1c(C(c2ccccc2)c2c(C)n(C)n(-c3ccccc3)c2=O)c(=O)n(-c2ccccc2)n1C,4,-14,-3,98,0.2,100,-7,-4,31
CC(=O)Oc1ccc(C(=O)[C@H]2[C@H]3C(=O)N(c4ccc(C)cc4C)C(=O)[C@H]3[C@@H]3C=CC=NN32)cc1,0,-14,-8,94,-0.5,99,4,5,20
CCn1cc(CN2CCC(n3nccc3NC(=O)c3ccc(OC)cc3)CC2)cn1,-4,30,4,106,0.6,103,16,-1,40

# Rows are unselected; overall some 6.2% were active at least once.
